PERK inhibitor – blocks human PERK kinase; 220,000 tested, 0.17% active; inhibition, % at 5.6 µM; CHO PERK-DD fusion, SEAP luminescence translation reporter; AID 1416;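 active means inhibition above the mean inhibition of all tested compounds plus 3 SD, set separately per screening campaign, cut at about 2.9% in these data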;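 further: PERK kinase domain activated by AP20187 dimerizer at 100 nM; 0% = DMSO with dimerizer and 100% = rapamycin at 8.4 µM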
Rad51 HR inh – blocks human Rad51 in homologous recombination; hRad51 DNA strand exchange, fluorescence dequenching; inhibition, % at 10 µM; 200,000 tested, 0.085% active;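 active means inhibition above 40% at the single screening dose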;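 further: 0% = DMSO control wells and 100% = blanks with heterologous ssDNA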
Target sequence (Q06609 whole entry, looked up): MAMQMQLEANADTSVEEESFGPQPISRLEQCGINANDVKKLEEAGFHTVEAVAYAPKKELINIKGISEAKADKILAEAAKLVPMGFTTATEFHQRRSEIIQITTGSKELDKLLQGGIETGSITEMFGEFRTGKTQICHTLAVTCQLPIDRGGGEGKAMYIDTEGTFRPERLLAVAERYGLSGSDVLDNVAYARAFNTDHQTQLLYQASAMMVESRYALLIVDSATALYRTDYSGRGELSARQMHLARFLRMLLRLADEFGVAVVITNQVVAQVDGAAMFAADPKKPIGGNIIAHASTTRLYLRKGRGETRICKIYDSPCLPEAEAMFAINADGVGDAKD
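Test system – preformed human Rad51 ssDNA filaments · Reagent – Donor/quencher-labelled 47-bp dsDNA substrate · Incubation – 37 °C 15-min filament assembly, 30-min compound preincubation, 15-min exchange · Signal – FRET fluorescence dequenching, excitation 485 nm, emission 520 nm · Read-out – percent inhibition from fluorescence, normalised to plate control and blank means · Benchmarks – plate control and blank wells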
Calpain2 inh – calpain II (pig) inhibition; purified calpain II, fluorogenic peptide substrate, 30 min; inhibition, % at 16 µM; 220,000 tested, 0.37% active;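 active means inhibition above about 50%, limit read from the data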
zVAD death inh – blocks zVAD induced death of L929 cells; L929 zVAD necroptosis rescue, ATP luminescence, 24 h; with zVAD 60 µM; 220,000 tested, 0.38% active; viability rescue, % at 10 µM;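 active means activation, scaled between plate controls, above about 75%, limit read from the data; inactive means activation under that limit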;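 further: 0% = zVAD with DMSO and 100% = DMSO alone without zVAD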
MDM2 E3 inh – blocks human Mdm2 ubiquitin ligase activity; Q00987; cell-based MDM2 ubiquitination luciferase reporter, 2 h; 0 = plate control, 100 = twice control, blank-subtracted; signal enhancement, % at 5 µM; 210,000 tested, 0.11% active; AID 1230;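 active means signal enhancement of 30% or more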;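 further: luminescence tracks abundance of the self-degrading MDM2-luciferase fusion protein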
Target sequence (Q00987 whole entry, looked up, the tested form may be a part): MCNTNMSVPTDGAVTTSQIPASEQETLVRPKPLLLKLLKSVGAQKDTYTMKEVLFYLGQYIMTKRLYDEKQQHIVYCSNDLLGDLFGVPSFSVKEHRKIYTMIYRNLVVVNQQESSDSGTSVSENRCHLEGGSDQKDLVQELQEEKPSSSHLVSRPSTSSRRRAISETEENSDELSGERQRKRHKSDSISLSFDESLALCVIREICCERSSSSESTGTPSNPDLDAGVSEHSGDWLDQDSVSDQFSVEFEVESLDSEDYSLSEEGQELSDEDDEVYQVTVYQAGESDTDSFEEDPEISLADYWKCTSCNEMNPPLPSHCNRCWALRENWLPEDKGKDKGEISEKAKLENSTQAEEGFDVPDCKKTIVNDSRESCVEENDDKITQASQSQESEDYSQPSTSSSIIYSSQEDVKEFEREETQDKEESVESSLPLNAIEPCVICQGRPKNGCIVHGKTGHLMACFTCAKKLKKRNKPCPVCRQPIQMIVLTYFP
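system = mammalian cells stably expressing self-ubiquitinating, self-degrading MDM2 E3–luciferase fusion | quantity = 2000 cells per well seeded | incubation = 4 h cell settling then 2 h compound exposure, 37 °C | signal = SteadyLite luminescence, 15 min reagent step | benchmarks = plate control and blank wells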
eIF4E-4G inh – inhibitors of eIF4E and eIF4G interaction in translation initiation; P63073+Q04637; TR-FRET eIF4E-eIF4GI(517-606) binding, 2 h; inhibition, % at 21.7 µM; 220,000 tested, 0.37% active;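 active means inhibition above about 30%, limit read from the data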;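 further: 0% = full FRET control wells and 100% = background wells lacking eIF4GI fragment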
EBV gp42 block – blocks Epstein-Barr virus glycoprotein 42 binding; Q1HVG2; Fluorescence polarization binding assay, mP read-out; inhibition, % (tested at 21.74 µM); 220,000 tested, 0.42% active; AID 1085; in the data active means inhibition above about 50%
Target sequence (Q1HVG2 whole entry, looked up): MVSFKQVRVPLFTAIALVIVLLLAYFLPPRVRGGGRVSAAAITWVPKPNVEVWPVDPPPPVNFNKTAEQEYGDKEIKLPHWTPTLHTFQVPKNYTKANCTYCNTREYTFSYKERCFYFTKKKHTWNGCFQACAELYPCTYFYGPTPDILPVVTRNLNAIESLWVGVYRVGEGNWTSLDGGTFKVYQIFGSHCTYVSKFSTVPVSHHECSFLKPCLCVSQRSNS
TNF necrop inh – blocks TNF-alpha induced death of Jurkat FADD-/- cells; 220,000 tested, 0.068% active; Jurkat FADD-/- TNF necroptosis rescue, ATP luminescence, 24 h; 0 = TNF only, 100 = no-TNF cells; activation (protection from cell death), % at 10 µM;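 active means activation, meaning protection from cell death, of at least 50% relative to plate controls; inactive means activation below 50%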;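 further: necroptosis triggered by 40 ng/mL TNF-alpha added together with compound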
Cl transport mod – modulates chloride dependent transport by human KCC2; KCC2 cells, thallium flux FluoZin-2 fluorescence; B-score of Tl+ flux slope (higher = more flux/activation; lower = inhibition) at 10 µM; 190,000 tested, 2.2% active; AID 1456;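 active means thallium flux slope and its plate-corrected score both differing from the plate sample mean at a set confidence after two filtering rounds, in either direction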;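 further: slope of fluorescence scaled to starting intensity during 10 to 20 s after thallium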
Active calls of the source: *; i = inactive; nt = not tested or not shown; & = joins results of further samples; [ ] = another dose, or the depositor's remark. Not a hit list, and some 3.6% of all compounds hit somewhere here.

SMILES	PERK inhibitor	Rad51 HR inh	Calpain2 inh	zVAD death inh	MDM2 E3 inh	eIF4E-4G inh	EBV gp42 block	TNF necrop inh	Cl transport mod
O=C1C2C3CCC(C3)C2C(=O)N1CNc1ccccc1 (stereo unspecified)	1.9	12	6	1.3	-2	1	-8	-0.6	0.055
Cc1ccc(C(=O)N/C(=C/c2cccc([N+](=O)[O-])c2)C(=O)NC(C)C)cc1	1.2	4	-9	1.4	-14	-2[fluorescence artefact?]	-5	2.2	-0.12
Cc1cccc(C2(c3cccc(C)c3)CC2C(=O)NCC2CCCO2)c1 (stereo unspecified)	-0.6	6	22	0.9	5	-4	3	0.2	-0.62
CCCN1C2=C(C(=O)CCC2)C(c2ccc(O)c(Br)c2)C2=C1CCCC2=O	-0.2	-9	-109	-0.3	-4	1	1	0.5	-0.092
O=[N+]([O-])c1cccc(CNc2ccc3c(c2)CCC3)c1	0.6	nt	4	0.4	4	5	1	3.1	-0.072
O=C(CSc1nc2ccccc2c(=O)n1CCCO)N1CCc2ccccc21	-0.2	0	-4	-0.3	-14	0	-2	4.9	0.88
COc1cccc(S(=O)(=O)c2nc(C)c3c(n2)CCC3)c1	0.5	5	-5	1.4	-10	4	-2	2.3	-2.3
O=C(CCN1C(=O)/C(=C/C=C/c2ccccc2)SC1=S)Nc1nccs1	0.5	nt	3	0.1	4	-22	-6	-2.4	nt
CSc1nnc2c(n1)OC1(Nc3ccccc3-2)C(=O)Nc2ccccc21 (stereo unspecified)	1.0	-7	10	0.8	-12	5	-8	0.1	-2.6
CCC(=O)c1ccc(O)c(OC)c1	1.1	2&-13	20	1.1	-1	1	-19	-0.8	0.08
CCN(CC(=O)Nc1cccc(OC)c1)C(=O)c1ccc(C)s1	0.0	2	10	-0.8	-6	-3	-13	0.3	0.79
Cc1cccc(C(=O)n2c(=S)nc3cc(C)ccn32)c1	0.1	9	19	-0.6	-48	1	-9	-3.7	0.69
Cc1ccc(/C=N/NC(=O)c2ccccc2OCc2cccc(Br)c2)o1	0.6	5	-4	0.2	6	5	8	-1.4	-2.2
O=C(O)c1ccc(NS(=O)(=O)c2ccc3c(c2)C2C=CCC2C(c2ccccc2F)N3)cc1 (stereo unspecified)	1.3	nt	-23	-0.1	-16	13	32	-0.2	nt
O=C1OCC2=C1C(c1ccc(F)cc1)c1cc3c(cc1N2)OCO3 (stereo unspecified)	-0.2	5	-238	-0.8	-11	0	0	-16	-0.0097
COC(=O)c1cc(C#N)c(N(C)Cc2ccccc2)nc1C	0.5	6	-18	0.0	-14	nt	-13	-2.1	-0.32
CC(C)NC(=O)NC(=O)CSc1nnc(C(F)(F)F)n1C	0.5	20	-16	1.4	-19	1	-7	0.5	0.83
O=C1N/C(=C/c2ccc(N3CCOCC3)o2)C(=O)N1c1ccccc1	0.7	-69	-8	0.3	47*	2	-274	0.7	-1.7
O=C(COC(=O)COc1ccccc1)Nc1ccc(S(=O)(=O)N2CCOCC2)cc1	1.1	-5	13	2.4	-9	6	-20	2.2	0.013
COc1ccc(-c2nnn(CC(=O)N(CC(=O)NC3CCCC3)c3ccccc3)n2)cc1OC	-0.2	-68	-2	-0.3	-16	-1	-10	0.7	-0.85
O=C(N/N=C/c1ccc(-c2cccc([N+](=O)[O-])c2)o1)c1cccs1	0.4	nt	-11	5.8	-2	5	-2	-1.9	-0.22
CCc1ccc(NC(=O)Cn2c(=O)oc3cc(S(=O)(=O)N4CCOCC4)ccc32)cc1	1.2	-4	-2	0.3	-14	1	-21	1.5	nt
CCn1ncc(Cl)c1C(=O)NC(C)c1ccccc1 (stereo unspecified)	-0.2	7	21	0.7	-18	-3	-6	1.0	-0.78
O=C(CSc1ncccn1)n1c2c(c3ccccc31)CCCC2	0.6	-4	17	0.7	-5	3	6	-0.7	-1.4
CC(Oc1ccccc1)C(=O)N1CCN=C1SCc1ccccc1 (stereo unspecified)	0.1	nt	-4	3.5	1	2	-7	-1.1	nt
CCc1cc(C(=O)c2ccc(OC)cc2)c(NC(=O)CN2CCN(C)CC2)s1	0.0	17	-6	1.9	-5	-5	-8	-10	-0.51
COc1cc(OC)cc(C(=O)NCC(=O)OCC(=O)Nc2ccc3c(c2)OCO3)c1	-0.4	-3	-5	0.8	-15	-3	-11	-0.1	0.24
O=C(COc1cccc(Oc2ccccc2)c1)Nc1ccc(SC(F)F)cc1	1.5	7	-5	-0.6	6	-13	-3	-6.1	0.42
Cc1ccc([N+](=O)[O-])cc1-c1ccc2cccc(C)c2n1	1.5	2	-25	0.8	-1	71*[fluorescence artefact?]	-15	-1.0	1.5
Cc1cc(C)nc(N2CCCC(C(=O)NCc3cccs3)C2)n1 (stereo unspecified)	-0.3	-4	-26	-0.3	-6	1	-2	0.1	nt
C=CCc1cccc2cc(C(=O)NCCOC)c(=O)oc12	1.2	-3	-50	4.1	-4	12	-9	0.0	0.023
CCOC(=O)CCn1cnc2ccc([N+](=O)[O-])cc2c1=O	-0.2	-1	17	7.8	-10	7	-4	-0.3	1.2
CC(NC(=O)CNC(=O)C(Cc1ccccc1)NC(=O)OCc1ccccc1)C(N)=O (stereo unspecified)	0.7	0	10	4.0	13	2	-12	1.2	nt
O=C(NC1CCCCC1)C12CC3CC(C1)CC(n1cncn1)(C3)C2	-0.1	-2	17	0.7	-13	4	5	-2.3	0.85
Cc1nn(-c2ccccc2)c(N2CCCC2)c1C=O	-0.1	4	-15	6.0	-4	2	5	2.5	-0.044
S=c1[nH]nc(CSCc2ccccc2Cl)n1-c1ccccc1	-0.8	-14	27	0.0	0	13	-1	-3.0	2.2
CCSc1nc(CC)c2c(c1C#N)CCCC2	-0.2	nt	8	nt	-2	0	-16	-3.6	-1
Cc1ccc(C(C)C)c(OCC(=O)Nc2ccccc2N2CCN(C)CC2)c1	-0.5	-8	-15	-1.0	-15	4	-10	-3.3	1.9
COc1ccc(S(=O)(=O)N2CCCCCC2)cc1NC(=O)Cc1ccccc1F	-1.6	19	22	0.6	-2	-1	-7	3.3	-1.7
COC(=O)c1nn(-c2ccc(-c3ccccc3)cc2)cc1O	0.6	-4	-81	2.2	-6	0	2	-6.3	-1.4
Cn1c(=O)c2c(nc(CN3CCc4ccccc4C3)n2Cc2ccc(Cl)cc2)n(C)c1=O	0.2	1	-11	0.1	3	1	2	-1.4	0.53
CCCCSc1nc(NCc2ccco2)c2c3c(sc2n1)COC(C)(C)C3	-0.1	-6	-40	0.5	-8	7	-2	1.5	-0.34
CCCCN(C)CCOc1ccccc1OCC	0.1	nt	-9	-0.4	-5	2[fluorescence artefact?]	-9	1.9	0.78
CC(C)CCNC(=O)CC1Nc2c3ccccc3nc(=S)n2C1=O (stereo unspecified)	0.2	-11	-13	0.7	11	-1	-5	-0.6	0.93
O=C(O)Cc1ccc(NC(=O)Nc2ccc(Br)cc2)cc1	0.6	-4	-30	1.7	-14	-2	-11	1.2	-0.74
COc1ccc(C2C(C#N)=C(C)NC3=C2C(=O)CC(C)(C)C3)cc1 (stereo unspecified)	-0.6	6	i	0.8	-21	1	-18	-0.3	nt
COc1ccccc1CNC(=O)CC(C)C	1.9	-2	-1	0.4	-31	-4[fluorescence artefact?]	-3	0.2	0.79
CN(C)S(=O)(=O)c1cccc2nsnc12	1.4	-6	17	1.9	-17	9	3	-0.6	nt
O=C1Nc2ccc(F)cc2C12Nc1ccccc1-c1nnc(SCc3ccccc3F)nc1O2 (stereo unspecified)	-0.2	-9	-51	-0.2	-11	nt	14	-5.2	nt
CCOc1ccc(-c2ccc(/C=C3/C(=N)N4C=CSC4=NC3=O)o2)c([N+](=O)[O-])c1	0.4	-6	13	0.5	-21	23	-5	2.3	-0.22

Rewritten with values under each structure: part of the list above.
Results follow in this order: PERK inhibitor, Rad51 HR inh, Calpain2 inh, zVAD death inh, MDM2 E3 inh, eIF4E-4G inh, EBV gp42 block, TNF necrop inh, Cl transport mod
- CC(C)CCNC(=O)CC1Nc2c3ccccc3nc(=S)n2C1=O (stereo unspecified)
→ 0.2, -11, -13, 0.7, 11, -1, -5, -0.6, 0.93
- O=C(O)Cc1ccc(NC(=O)Nc2ccc(Br)cc2)cc1
→ 0.6, -4, -30, 1.7, -14, -2, -11, 1.2, -0.74
- COc1ccc(C2C(C#N)=C(C)NC3=C2C(=O)CC(C)(C)C3)cc1 (stereo unspecified)
→ -0.6, 6, i, 0.8, -21, 1, -18, -0.3, nt
- COc1ccccc1CNC(=O)CC(C)C
→ 1.9, -2, -1, 0.4, -31, -4[fluorescence artefact?], -3, 0.2, 0.79

Additional entries follow.
SMILES	PERK inhibitor	Rad51 HR inh	Calpain2 inh	zVAD death inh	MDM2 E3 inh	eIF4E-4G inh	EBV gp42 block	TNF necrop inh	Cl transport mod
CCC(NS(=O)(=O)c1ccc(C)cc1)C(=O)N1CCN(c2ccccn2)CC1 (stereo unspecified)	0.4	-5	-39	-0.2	-7	3[fluorescence artefact?]	4	0.3	0.39
CCOC(=O)c1c(C)nc2sc(C(N)=O)c(N)c2c1-c1ccc(OC)cc1	-2.4	17	-39	-0.2	-18	-1	-6	1.8	-0.041
O=C(O)c1ccc(-c2nnn(Cc3ccccc3F)n2)cc1	1.2	nt	16	0.6	-6	-3	-4	-0.1	0.33
COc1ccc2c(c1)C(=O)N(c1ccc(C)cc1C)C(=O)C2	1.6	-1	-54	1.2	-11	5	-10	0.4	nt
Cc1ccc(-c2nc(CSCC(=O)N3CCCC3)c(C)o2)cc1	-0.7	0	-14	1.1	-14	2	-6	-2.9	nt
COC(C[C@H]1O[C@@H]1[C@@H](O)[C@H](C)OCc1ccccc1)OC	nt	-1	7	1.1	5	2	-16	0.5	-0.0061
COc1cccc(OC)c1NC(=O)C1CCCN1C(=O)NCc1ccccc1 (stereo unspecified)	0.2	-1	-7	0.3	-2	-7	-17	0.6	nt
COC(=O)[C@@H]1C[C@@]2(O)[C@@H](O)[C@@H](O)[C@@H](O)C[C@H]2N1Cc1ccc(C(F)(F)F)cc1	nt	-1	12	0.0	5	5	-22	1.4	-0.064
COc1ccc(OC)c(CCNC(=O)C2CCN(c3nnc(-n4cccc4)s3)CC2)c1	-1.2	-5	-75	-0.8	-14	-3	-5	-2.0	nt
O=S(=O)(NCCc1cn2ccccc2n1)c1ccc2c(c1)CCCC2	0.6	-12	0	nt	nt	6	-13	3.9	-0.65
O=C(Nc1ccc2c(c1)oc1ccccc12)c1ccncc1	0.8	6	-96	1.7	-9	2	-29	-1.5	-1
CN(CCc1cn[nH]c1)Cc1nc(Cc2ccccc2F)no1	0.8	19	-19	0.2	-4	2	1	2.1	0.032
Nc1c(S(=O)(=O)c2cccs2)c2nc3ccccc3nc2n1Cc1ccccc1	-2.6	1	-171	0.1	-3	5[fluorescence artefact?]	23	-2.0	nt
CN(C)c1ccc(C(=O)Nc2nnc(-c3ccc(Cl)cc3)o2)cc1	0.4	-8	6	0.3	-3	2	36	1.1	20*
Cc1ccc(S(=O)(=O)Cn2nnnc2C(c2ccccc2)N2CCN(c3ncccn3)CC2)cc1 (stereo unspecified)	-1.5	-8	-12	0.1	5	-6	-24	-0.7	nt
Cc1cc(/C=C(\C#N)C(=O)NC2CC2)c(C)[nH]1	0.7	-4	9	0.9	-12	-1	-6	0.8	0.51

Screening data as filed in PubChem BioAssay.
